V1R ag counter: agonists of human V1a receptor, primary screen, counter-screen for OXTR agonist project, fluorescence, CHO-V1R cells; Vasopressin V1a receptor (Homo sapiens), P37288; Fluo-8 calcium fluorescence, agonist mode; 0% DMSO, 100% 3 nM vasopressin; activation, % at 3 µM; hit rate 0.25% among 320,000; AID 2797, 2010;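 active = activation above the mean activation of all tested compounds plus 3 SD, per screening run, cut at about 20% in these data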;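 also: signal is peak over basal fluorescence ratio across a 100 second FLIPR read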
Target sequence (P37288 whole entry, looked up): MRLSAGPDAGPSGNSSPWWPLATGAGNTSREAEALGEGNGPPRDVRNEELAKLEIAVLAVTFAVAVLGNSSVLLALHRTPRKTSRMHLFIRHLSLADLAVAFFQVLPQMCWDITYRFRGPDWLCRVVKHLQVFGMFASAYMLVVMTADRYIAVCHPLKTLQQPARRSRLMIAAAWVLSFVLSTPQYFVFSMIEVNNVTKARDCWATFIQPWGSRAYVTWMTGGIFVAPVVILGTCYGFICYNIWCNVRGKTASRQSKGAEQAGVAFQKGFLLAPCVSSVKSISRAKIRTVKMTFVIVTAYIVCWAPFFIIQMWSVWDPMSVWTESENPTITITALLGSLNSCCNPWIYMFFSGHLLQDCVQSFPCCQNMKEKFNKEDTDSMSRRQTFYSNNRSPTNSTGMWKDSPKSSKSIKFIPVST
VIM-2 inh: VIM-2 metallo-beta-lactamase inhibitors, primary screen, biochemical, epi-absorbance readout, Pseudomonas aeruginosa enzyme; inhibition, % at 5.6 µM; purified VIM-2, nitrocefin hydrolysis, epi-absorbance fluorescence; hit rate 0.89% among 290,000;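 active = inhibition above the mean of all tested compounds plus 3 SD, cutoff set per screening run, cut at about 7.5% in these data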;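 also: red hydrolysis product quenches plate fluorescence so inhibitors raise well fluorescence; 0% = enzyme with DMSO and 100% = DMSO without enzyme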
FID counter: compounds displacing fluorescent DNA intercalator, primary screen, artefact control for HCV NS3 helicase inhibitor project, biochemical, FID fluorescence; hit rate 0.17% among 290,000; inhibition, % at 7.9 µM; AID 1845, 2009; DNA fluorescent intercalator displacement; in the data active = inhibition above about 37%;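 also: 0% = vehicle and 100% = reference compound; higher means more ethidium bromide displaced from hairpin DNA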
PHOSPHO1 block: PubChem AID 1565. recombinant PHOSPHO1, absorbance phosphatase assay. inhibition, % at 13.3 µM. Phosphoethanolamine/phosphocholine phosphatase (Homo sapiens), Q8TCT1. hit rate 1.1% among 290,000; in the data active = inhibition above about 60%
Target sequence (Q8TCT1 whole entry, looked up): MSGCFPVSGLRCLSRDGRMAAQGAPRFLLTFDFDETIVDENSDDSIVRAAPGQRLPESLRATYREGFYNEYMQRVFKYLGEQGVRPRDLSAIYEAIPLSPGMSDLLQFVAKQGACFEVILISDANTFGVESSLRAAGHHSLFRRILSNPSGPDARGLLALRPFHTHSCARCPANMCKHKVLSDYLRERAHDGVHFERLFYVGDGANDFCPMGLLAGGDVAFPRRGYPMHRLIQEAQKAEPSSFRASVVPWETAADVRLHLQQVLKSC
GalR3 antagonist: GalR3 antagonists in HEK293 cells, primary screen, cell-based, fluorescence readout; Galanin receptor type 3 (Homo sapiens), O60755; HEK293 GalR3-CNG cAMP membrane potential fluorescence; galR3 body fused to GalR1 C-terminus; inhibition, % at 3 µM; hit rate 0.44% among 360,000;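 active = inhibition above the screen-wide average plus 3 SD, cut at about 13% in these data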;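 also: forskolin and galanin both at EC90 stimulate the cells; cAMP rise reported by CNG channel membrane potential dye signal; 0% = forskolin plus galanin with DMSO and 100% = forskolin alone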
IMP-1 inhibitor: IMP-1 metallo-beta-lactamase inhibitors, primary screen, biochemical, epi-absorbance readout, Pseudomonas aeruginosa enzyme; metallo-beta-lactamase IMP-1 (Pseudomonas aeruginosa); purified IMP-1, nitrocefin hydrolysis, epi-absorbance fluorescence; inhibition, % at 5.6 µM; hit rate 0.45% among 290,000; AID 1556, 2009;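 active = inhibition above the mean plus 3 SD of all compounds in the same screening run, cut at about 4.5% in these data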;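 also: 0% = IMP-1 with DMSO and 100% = DMSO wells lacking enzyme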
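System – purified recombinant IMP-1 beta-lactamase · Input – IMP-1 dispensed at 0.2 nM · Timing – 15 min preincubation plus 25 min reaction at 25 °C · Signal – Epi-absorbance fluorescence, 480 nm excitation, 530 nm emission · Measure – percent IMP-1 inhibition derived from blank-referenced optical density · Controls – Enzyme-plus-DMSO low control, enzyme-free DMSO high control · Replication – singlicate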
OXTR agonist: human OXTR agonists, primary screen, fluorescence, CHO-OTR cells, Fluo-8 calcium; activation, % at 3 µM; Fluo-8 calcium fluorescence; normalized: DMSO 0%, oxytocin 100%; AID 2435, 2010; hit rate 0.32% among 320,000; Oxytocin receptor (Homo sapiens), P30559;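 active = activation above the mean of all tested compounds plus 3 SD, cutoff set per screening run, cut at about 20% in these data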;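 also: peak over basal fluorescence ratio from a 100 s FLIPR kinetic read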
Target sequence (P30559 whole entry, looked up): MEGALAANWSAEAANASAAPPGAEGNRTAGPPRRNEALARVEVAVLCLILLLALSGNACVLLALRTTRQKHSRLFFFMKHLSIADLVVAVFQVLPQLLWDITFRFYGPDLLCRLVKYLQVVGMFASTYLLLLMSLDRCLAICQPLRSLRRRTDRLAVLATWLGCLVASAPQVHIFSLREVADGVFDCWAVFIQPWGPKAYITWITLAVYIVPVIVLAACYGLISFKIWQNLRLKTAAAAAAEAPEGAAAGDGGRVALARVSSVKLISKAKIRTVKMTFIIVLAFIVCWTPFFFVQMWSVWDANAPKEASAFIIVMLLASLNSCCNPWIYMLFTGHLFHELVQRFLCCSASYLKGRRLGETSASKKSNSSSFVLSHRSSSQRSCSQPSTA
NS3 helicase inh: inhibitors of HCV NS3 helicase, primary screen, biochemical, Cy5 molecular beacon fluorescence; inhibition, % at 10.9 µM; NS3 helicase DNA unwinding; Hepatitis C virus NS3 helicase; hit rate 0.56% among 290,000;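 active = inhibition above the mean of all tested compounds plus 3 SD, set per campaign, cut at about 35% in these data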;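 also: 0% = DMSO wells and 100% = thioflavine S control wells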
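test system = hepatitis C virus NS3 helicase domain fragment enzyme | reagent = annealed dual-labelled DNA beacon duplex, ATP-started | times = 1 h at 25 °C | detection = Cy5 fluorescence, 0 and 60 min reads | read-out basis = percent inhibition from t60/t0 fluorescence ratio | control set = DMSO and thioflavine S | replication = one well per compound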
GPR7 antagonist: GPR7 receptor antagonists, primary screen, cell-based, fluorescence, single concentration; Neuropeptides B/W receptor type 1 (Homo sapiens), P48145; inhibition, % at 4.4 µM; GPR7-expressing cells, fluorescence antagonist assay; hit rate 1.1% among 290,000; AID 1861, 2009; in the data active = inhibition above about 16%, passing the limit was not always enough;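 also: cells stimulated with the agonist NPW; 0% = agonist with vehicle and 100% = vehicle without agonist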
Active calls of the source: *; nt = not tested or not shown. Compounds were not picked by outcome. Share with any hit: about 4.3%.

smiles	GPR7 antagonist	PHOSPHO1 block	NS3 helicase inh	V1R ag counter	GalR3 antagonist	OXTR agonist	VIM-2 inh	FID counter	IMP-1 inhibitor
COc1ccc2cc(C)c3nnc(SCC(=O)Nc4nc(-c5ccccc5)cs4)n3c2c1	-18	38	5	-0.4	-1	0.1	-0.9	0	-3.4
CC1=CCC(C(=O)O)(C(=O)N/N=C/c2cccs2)C(c2ccc(F)cc2)C1 (stereo unspecified)	-12	16	21	-1.5	-3	-0.6	3.8	-28	0.4
O=C1N(Cc2cccnc2)C[C@@H]2C[C@@H](c3ccc(C(F)(F)F)cc3)N3CCC[C@@]123	-2	18	-3	-1.2	-5	-1.3	-0.7	-17	-0.9
CCOc1ccccc1N=CC1=C(O)CC(c2ccccc2)CC1=O (stereo unspecified)	-4	-5	11	-0.7	-7	-0.5	-0.7	-18	-1.5
COc1ccccc1C(=O)Nc1ccccc1N1CCN(S(C)(=O)=O)CC1	-5	-4	-8	0.4	3	-0.2	-6.0	-22	-3.5
Cc1ccc(C(=O)N/N=C\c2ccc(-c3ccc(Cl)c(Cl)c3)o2)cn1	-5	12	69*	1.0	-1	-0.3	-3.8	-26	-3.3
CCOc1cc(/C=N\NC(=O)OC)ccc1OC(=O)c1ccco1	-12	1	0	0.6	-3	-1.4	-4.3	-14	-1.9
CN(CC(=O)NC1CCCCCC1)S(=O)(=O)c1cnc[nH]1	-3	-13	-6	-0.1	-2	1.1	-2.6	-1	-3.1
CC(=O)c1cccc(NC(=O)N2CCC(c3nnc(SCC(N)=O)n3C)CC2)c1	-18	7	9	0.3	-5	0.7	-1.3	5	-3.2
N#Cc1nc(-c2ccccc2)oc1N1CCCCC1	-1	15	12	-1.0	nt	-0.8	-0.3	-12	0.3
CC(C)NC(=O)COC(=O)c1ccc(Cl)c(S(=O)(=O)N2CCCC2)c1	-7	-43	-1	1.3	-1	0.9	-2.8	-6	-2.9
Cc1ncc(CO)c(/C=N/Nc2cccc(Cl)n2)c1O	-10	22	1	3.0	-5	-0.2	-2.6	6	-1.7
Cc1c(C(=O)Nc2ccccn2)oc2ccccc12	-1	16	1	-0.9	-10	-1.7	-2.2	-6	-2.7
COc1ccccc1CNS(=O)(=O)c1cc(C)ccc1OC	4	11	4	1.2	-2	1.3	1.5	-20	-2.6
Cc1cccc(C)c1NC(=O)c1sccc1SCC#N	-18	18	-1	-0.9	-7	-0.2	-2.9	-5	-2.4
CC(C(=O)NC1=NCCS1)(C(F)(F)F)C(F)(F)F	0	-10	1	0.3	-1	0.8	0.0	6	-0.4

Compound profiles, as listed above. Order of values: GPR7 antagonist	PHOSPHO1 block	NS3 helicase inh	V1R ag counter	GalR3 antagonist	OXTR agonist	VIM-2 inh	FID counter	IMP-1 inhibitor
Entry for COc1ccccc1CNS(=O)(=O)c1cc(C)ccc1OC → 4	11	4	1.2	-2	1.3	1.5	-20	-2.6
Entry for Cc1c(C(=O)Nc2ccccn2)oc2ccccc12 → -1	16	1	-0.9	-10	-1.7	-2.2	-6	-2.7

Remaining list, next part:
smiles	GPR7 antagonist	PHOSPHO1 block	NS3 helicase inh	V1R ag counter	GalR3 antagonist	OXTR agonist	VIM-2 inh	FID counter	IMP-1 inhibitor
COc1ccc(C)cc1-n1c(=O)c2ccccc2c2ccccc2c1=O	-11	23	12	nt	0	nt	-3.5	-13	-2.7
O=C(Nc1ccc(OC(F)F)c(Cl)c1)c1cccc(OC(F)F)c1	5	10	-11	4.2	nt	3.9	-1.6	6	-1.8
Cc1cccc(N2C(=O)C(O)=C(C(=O)c3cccs3)C2c2ccccc2)n1 (stereo unspecified)	-11	28	14	-0.2	3	-2.4	-0.1	-26	-2.1
CC(C)CCNC(=O)c1cc(-c2ccco2)nc2ccccc12	-2	8	8	-0.8	-4	-2.8	0.3	-15	-2.3
CCc1nnc(NC(=O)C2CC(=O)N(C3CCCC3)C2)s1 (stereo unspecified)	0	28	14	-0.1	-7	0.5	-2.7	-10	-3.9
CC1(C)Cc2c(sc3nc(SCC(=O)NCc4ccco4)n(-c4ccccc4)c(=O)c23)CS1	-10	15	25	0.8	0	-1.6	-1.7	-34	1.1
O=C(c1ccc(F)c(F)c1)N1CCCc2ccccc21	-9	nt	5	-0.8	-6	-2.2	-2.2	-8	-3.3
CC(C)(Oc1ccc(Cl)cc1)C(=O)Nc1ccc(S(=O)(=O)Nc2ncccn2)cc1	-6	24	4	3.3	-8	0.9	-2.1	-45	-1.0
COc1cc2ccccc2cc1C(=O)OCC(=O)N1CCOCC1	-11	3	-2	-0.4	-4	-1.7	-2.2	-12	-2.4
Cc1ccc(CNC(=S)Nc2ccc(C)c([N+](=O)[O-])c2)cc1	-4	11	-3	17	-10	18	-3.1	-1	-4.2
Cn1cc(CCC(=O)NC2CC2)c2ccccc21	-18	13	4	0.5	-8	0.1	-2.8	-5	-1.9
O=C(O)CCCN1C(=O)C2C3CCC(O3)C2C1=O (stereo unspecified)	-6	12	1	1.0	-6	0.5	1.9	-1	-2.4
CCOc1cccc2c1OC1(CCCCC1)N1N=C(c3cccnc3)CC21 (stereo unspecified)	1	13	-12	-0.2	1	-1.0	-2.7	-14	-1.7
O=C(c1ccncc1)N(c1ccc2oc3c(c2c1)CCCC3)S(=O)(=O)c1cccc([N+](=O)[O-])c1	-4	-15	-9	-0.2	-5	-2.1	-3.4	4	-1.2
COc1ccc([N+](=O)[O-])cc1N(CC(O)CN1CCCC1)S(=O)(=O)c1ccc(C)cc1 (stereo unspecified)	-2	46	-22	0.1	-4	-1.6	-4.2	21	-2.9
O=C(/C=C\c1ccc2c(c1)OCO2)Nc1c2c(nn1-c1ccc(Cl)cc1)CSC2	-10	-11	0	1.3	-2	1.6	-3.1	-6	-1.9
Cc1nc(SCC(=O)NC(=O)NCCC(C)C)c2c(-c3cccs3)csc2n1	-2	-30	-7	-0.6	-3	-0.9	0.5	1	-1.5
COc1cc2ccccc2cc1C(=O)Nc1ccc(CN2CCOCC2)cc1	-5	45	-13	2.7	-9	4.3	2.0	-3	-0.5
O=C(CN1CCSCC1)N/N=C/c1ccc(F)c(F)c1	-6	9	-1	-0.1	-8	-0.3	-5.6	7	-0.9
O=C(Nc1ccccc1-c1nnn(CC(=O)N2CCCc3ccccc32)n1)c1cccc(Cl)c1	7	nt	2	0.5	nt	-0.1	-1.8	1	-0.2
Cc1c(O)c(CN2CCCC2)cc2c1oc(=O)c1ccccc12	4	-13	-5	-0.9	-10	0.3	9.0*	4	-0.2
Cc1ccc(C(=O)N2CCN(c3ccc(NC(=O)c4cccnc4)cc3)CC2)cc1	7	-60	-16	-0.9	0	-0.7	-1.2	-23	-1.5
Cc1cc(C)cc(NC(=O)C(=S)NCc2ccccc2)c1	-15	35	8	2.0	0	-0.6	-3.7	-4	-3.5
O=C(NC(=S)Nc1ccc(NC(=O)c2cccs2)cc1)c1ccc([N+](=O)[O-])cc1	-4	-4	-2	2.2	-2	2.0	0.7	2	0.1
COc1ccc(OC)c(/C=C2\N=C(c3ccccc3)OC2=O)c1	-6	34	32	0.6	0	1.9	10*	-33	0.4
O=C(O)C1CCN(C(=O)CCc2ccccc2)CC1	-17	21	1	1.3	5	0.8	-2.6	-2	-1.0
CCNc1nc(NCC)nc(N/N=C/c2ccc(Br)cc2)n1	-6	28	1	-1.3	-10	-1.9	-1.9	-13	0.0
CCCCN(C)CCCNC(=O)/C=C1\Sc2ccccc2NC1=O	-15	28	-6	0.5	-3	0.0	2.0	-2	-2.1
O=C(c1ccc(S(=O)(=O)N2CCOCC2)cc1)N1CCN=C1SCc1cccnc1	-8	29	-9	1.1	-4	1.1	3.9	-8	-2.5
Cc1cc(C)c2c(=O)n(CC(=O)Nc3ccc(Br)c(C)c3)sc2n1	-6	-138	-12	20	-3	37*	-3.8	-9	-2.5
O=C(OCC(=O)c1c[nH]c2ccccc12)c1cccc(S(=O)(=O)N2CCCCCC2)c1	-10	-9	7	2.7	-5	4.3	0.5	-1	-0.5
COc1ccccc1CNC(=O)CCS(=O)(=O)c1cccs1	-5	-3	-1	0.0	-3	-0.5	-2.2	2	-2.0
CCN(CC(=O)N1CCOCC1)S(=O)(=O)c1ccc(F)cc1	7	2	5	0.4	-6	0.5	2.3	-6	-3.7
CCn1ccnc1CN(C)Cc1cn[nH]c1-c1ccc(OC)c(F)c1	-4	20	-4	-1.2	2	0.8	-5.3	2	-2.3
CCn1c(SCC(=O)OCc2ccccc2)nc2c1c(=O)n(C)c(=O)n2C	3	6	19	1.0	-7	0.1	-4.4	-15	-3.9
O/C(=C\c1nc2ccccc2[nH]1)c1cccs1	5	39	-9	0.1	-5	-0.7	-4.0	-2	-2.4
Cc1cc(N2CCC(C)CC2)nc(SCC(=O)c2ccccc2)n1	6	-18	6	1.4	-4	0.1	-1.4	-18	-5.4
CC(C)(C)C(=O)Nc1ccc(N=Nc2ccccc2)cc1	0	-17	-6	-1.0	-4	-2.1	-5.2	-14	-5.1
COC(=O)c1c(NC(=O)CN2CCC3(O)CCCCC3C2c2ccc(F)cc2)sc(C)c1C (stereo unspecified)	-14	12	0	0.0	2	-0.7	-2.8	-29	-2.3
O=C(NO)c1ccccc1O	-17	1	-3	0.9	nt	2.6	-2.2	-1	-2.0
Cc1ccc(OCC(=O)N2CCN(c3nnc(-c4ccc(C)cc4)c4ccccc34)CC2)cc1	-5	20	1	0.9	-4	-1.9	-4.6	-10	-1.8
O=C(NC(=S)Nc1ccc2oc(-c3cccnc3)nc2c1)c1cccc(Cl)c1	-2	-81	14	-0.2	1	0.9	-0.9	1	-2.4
COc1ccc(NC(=O)C2CCCN(c3ncccn3)C2)cc1 (stereo unspecified)	-15	9	3	-0.5	-9	0.2	-1.1	-11	-3.8
Cc1nc(-c2cccs2)sc1C(=O)O	-7	24	5	0.1	-7	0.7	-2.6	-1	-2.7
O=C(O)CCN1C(=O)S/C(=C\c2cccnc2)C1=O	15	15	7	0.5	0	0.4	-3.2	3	-1.9
O=C(CC(=O)NN=C1CCCC1)NCCc1ccccc1	0	38	-4	-0.3	-1	-0.4	-1.1	-10	-1.1
O=C(CNc1cc(S(=O)(=O)N2CCOCC2)ccc1NCC1CCCO1)Nc1cccc(F)c1 (stereo unspecified)	14	23	-15	-0.1	-2	-0.5	0.0	-20	1.3
